Compound activity from PubChem.
HTR5A ag: activates human HTR5A in OPRM1-OPRD1 agonist counter-screen; 340,000 compounds, 0.61% hits; activation, % at 9.3 µM; HTR5A agonist assay, luminescence, cell-based; in the data active means activation mostly above about 9.5%, no sharp cut-off; inactive means mostly below about 7.6%;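 further: 0% = cells with vehicle only and 100% = reference agonist; strong numbers were not always called active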
Target sequence (P47898 whole entry, looked up): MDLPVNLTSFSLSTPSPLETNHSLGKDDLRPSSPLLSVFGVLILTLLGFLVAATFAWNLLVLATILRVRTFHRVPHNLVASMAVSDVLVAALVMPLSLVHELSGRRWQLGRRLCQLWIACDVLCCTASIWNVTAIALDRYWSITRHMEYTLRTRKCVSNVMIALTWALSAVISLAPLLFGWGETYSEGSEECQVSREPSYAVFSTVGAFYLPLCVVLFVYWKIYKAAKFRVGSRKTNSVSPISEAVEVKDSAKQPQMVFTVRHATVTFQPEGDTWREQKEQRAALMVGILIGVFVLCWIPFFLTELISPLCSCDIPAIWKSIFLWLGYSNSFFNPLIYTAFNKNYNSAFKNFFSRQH
OPRM1-OPRD1 ag: agonists of human mu-delta opioid receptor heterodimerization | cells, OPRM1-OPRD1 heterodimerization, luminescence | activation, % at 9.3 µM | 340,000 compounds, 0.3% hits; in the data active means activation above about 18%;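 further: 0% = vehicle-treated cells and 100% = reference agonist; values of inactives mirror those of a sister screen read the other way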
LANA DNA inh: inhibitors of KSHV LANA C-terminal domain DNA binding; MBP-C-LANA/FAM-LBS DNA binding, fluorescence polarization; inhibition, % at 9 µM; 340,000 compounds, 0.078% hits;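 active means highest replicate inhibition at or above 60% at 9 µM, even if other replicates fall short; inactive means all replicates below 60% inhibition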;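 further: 0% = neutral control wells and 100% = 4 µM acridine orange control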
V-ATPase pH: yeast V-ATPase proton transport regulation by pHLuorin. 350,000 compounds, 0.37% hits. AID 504577. response, % at 10 µM. S. cerevisiae, pHLuorin cytosolic pH fluorescence; in the data active means response mostly above about 7.3%, no sharp cut-off; inactive means mostly below about 5.4%; further: actives read high; inactives centre near 0; some compounds called inactive have numbers as strong as hits; reference of the scale not given here
cardiac RTF act: increases calcium sensitivity of human cardiac regulated thin filaments; P19429+P45379; IANBD-labeled TnC RTF fluorescence at EC20 calcium; 0% EC20 calcium, 100% full calcium; activation, % at 7.2 µM; 340,000 compounds, 0.24% hits; AID 493008;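 active means activation above the mean over all tested compounds plus 3 SD, cut at about 30% in these data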;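 further: rise in fluorescence read as greater calcium sensitivity of cardiac thin filaments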
Cardiac RTF inh: cardiac RTF calcium desensitization. inhibition, % at 7.15 µM. P19429+P45379. 340,000 compounds, 0.12% hits. AID 493244. IANBD-labeled cardiac RTF, Ca2+ fluorescence;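 active means inhibition above the mean inhibition of all tested compounds plus 3 SD, cut at about 17% in these data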;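 further: assay run at fixed EC70 calcium of 1.6 mM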
OPRM1-OPRD1 inv: mu-delta opioid heterodimer inverse agonism; AID 504357; 340,000 compounds, 0.21% hits; cell-based MOR-DOR heterodimer luminescence; P35372+P41143; inhibition, % at 9.3 µM; in the data active means inhibition above about 22%, passing the limit was not always enough;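 further: 0% = cells with DMSO and 100% = wells without cells with DMSO; values of inactives mirror those of a sister screen read the other way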
Keap1 Nrf2 FP: inhibitors of human Keap1-Nrf2 protein-protein interaction; Q14145; Keap1 Kelch-Nrf2 peptide fluorescence polarization, 1536-well; inhibition, % at 9.4 µM; 340,000 compounds, 0.15% hits; in the data active means inhibition above about 12%;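 further: human Keap1 Kelch domain with fluorescein labeled Nrf2 9mer peptide probe; 0% = neutral control wells and 100% = peptide positive control; higher means more block of Keap1 binding to Nrf2 peptide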
Target sequence (Q14145 whole entry, looked up, the tested form may be a part): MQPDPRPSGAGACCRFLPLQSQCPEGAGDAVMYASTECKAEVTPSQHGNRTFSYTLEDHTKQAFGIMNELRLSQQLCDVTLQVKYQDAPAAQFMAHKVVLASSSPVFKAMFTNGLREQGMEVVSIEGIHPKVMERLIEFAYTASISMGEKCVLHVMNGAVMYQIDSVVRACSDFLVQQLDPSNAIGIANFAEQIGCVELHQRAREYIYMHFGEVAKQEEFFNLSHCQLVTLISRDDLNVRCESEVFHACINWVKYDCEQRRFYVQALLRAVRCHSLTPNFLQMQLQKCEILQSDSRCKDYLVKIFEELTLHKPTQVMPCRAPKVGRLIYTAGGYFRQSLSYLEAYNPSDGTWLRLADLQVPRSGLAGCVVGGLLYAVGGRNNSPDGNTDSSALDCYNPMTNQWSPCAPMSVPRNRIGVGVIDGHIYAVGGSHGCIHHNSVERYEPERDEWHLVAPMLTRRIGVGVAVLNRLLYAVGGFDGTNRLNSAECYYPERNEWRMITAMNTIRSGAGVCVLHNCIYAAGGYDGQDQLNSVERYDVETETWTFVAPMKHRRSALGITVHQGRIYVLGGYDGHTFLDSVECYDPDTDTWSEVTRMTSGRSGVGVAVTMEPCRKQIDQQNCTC
HTR5A inv ag: inverse agonist of human HTR5A in OPRM1-OPRD1 counter-screen; 340,000 compounds, 0.083% hits; P47898; HTR5A cell line, luminescence, inverse agonism; AID 504634; inhibition, % at 9.3 µM; in the data active means inhibition mostly above about 23%, no sharp cut-off; inactive means mostly below about 18%;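 further: 0% = cells with DMSO and 100% = no-cell wells with DMSO; some compounds called inactive have numbers as strong as hits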
CAL PDZ FP: inhibitors of human CAL PDZ peptide binding; Q9HD26; purified CAL PDZ, TMR-peptide fluorescence polarization, 1 h; inhibition, % at 24.9 µM; 300,000 compounds, 0.92% hits; AID 602252;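 active means mean inhibition of at least 30% with at least half of replicates also reaching 30%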;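 further: 0% = DMSO neutral control and 100% = excess unlabeled competitor peptide PRC23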
* = called active by the depositor; x = no result given.

SMILES	HTR5A ag	OPRM1-OPRD1 ag	LANA DNA inh	V-ATPase pH	cardiac RTF act	Cardiac RTF inh	OPRM1-OPRD1 inv	Keap1 Nrf2 FP	HTR5A inv ag	CAL PDZ FP
Clc1ccc(CSc2nnc3c(n2)[nH]c2ccccc23)cc1	-3	-0.2	0.9	3	-2	3	1	-3	12	-1
Cc1n(-c2ccccc2)c2ccc(Cl)cc2[n+]1CCO	3	-0.7	1.2	3	-3	1	3	1	-8	3
O=[N+]([O-])c1ccc(Cl)c(S(=O)(=O)Nc2ccc3cn[nH]c3c2)c1	-1	0.9	1.5	1	-3	1	-4	-2	3	4
C#CC(=O)N(c1cccc(OC)c1)C(C(=O)NC1CCCC1)c1cccs1 (stereo unspecified)	28*	28*	1.1	1	-3	4	-159	-14	-35	0
CCOCCCNC(=O)C1CCN(c2cc(C)nc3c(-c4ccc(OC)c(OC)c4)c(C)nn23)CC1	0	-0.9	-1.3	2	-1	0	5	2	1	-2
O=C(Nc1sc2c(c1C(=O)O)CCCC2)C(=O)N1CCOCC1	1	-0.2	-0.8	-1	-5	-5	1	2	-14	-5
CCCn1c(SCC(=O)NC2CCCCC2C)n[nH]c1=O (stereo unspecified)	5	-1.7	-1.6	3	5	-4	10	-3	-1	-1
CCOC(=O)CN1NC2(CCC(C)CC2)NC1=S (stereo unspecified)	0	-0.1	-0.3	5	5	0	0	-2	-1	x
O=C(CCc1nnc(Cc2ccc(-c3ccccc3)cc2)o1)NCCc1cccnc1	0	-2.4	1.2	1	3	-3	12	-4	12	4
O=C(OCc1ccccc1)/C(=C/c1ccc(Cl)cc1)NC(=O)c1ccccc1Cl	-4	-1.2	-0.6	-2	-4	0	6	-5	8	-2
CCC(C)Oc1ccc(/C=C/c2[nH]c(=O)[nH]c(=O)c2[N+](=O)[O-])cc1OC (stereo unspecified)	-4	3.4	1.6	0	4	-7	-17	1	11	-1
C#CCOc1c(Cl)cc(/C=C2/C(=O)ON=C2C)cc1OCC	-2	-0.3	-0.6	-1	-2	-6	2	1	9	0
CCCCN(C)C(=O)C1CCN(Cc2ccc(OCc3ccccc3)cc2)CC1	1	-0.2	-2.2	-2	2	-9	1	3	-37	-2
O=[N+]([O-])c1cccc(SSc2cccc([N+](=O)[O-])c2)c1	1	-0.9	-1.5	1	-2	3	4	-3	-3	-4
COc1ccc(C(=O)CN2C(=O)c3ccccc3C2=O)c(OC)c1C	8	-0.1	-1.3	19*	-6	1	0	-9	14	x
Cc1ccnc(SCc2cc(=O)c(OC(=O)c3cccs3)co2)n1	2	-2.7	1.0	-2	8	-14	14	2	-5	-3
CCCC(=O)OCCNc1cc(SCc2ccco2)c2nonc2c1[N+](=O)[O-]	-2	4.3	-1.5	-1	-2	8	-23	-1	22	-4
O=C1C=C(c2ccc(-c3ccccc3)cc2)C[C@@H](c2ccc(F)cc2)C1	5	-0.5	2.0	-2	0	-15	2	-6	-4	-2
C/C(CC(=O)Nc1ccc(N(C)C)cc1)=N\NC(=O)c1ccc(F)cc1	0	-2.4	1.5	2	-1	0	12	-3	1	-2
C[C@@]12C(=O)OC(=O)[C@]1(C)C1CCC2O1	3	-3.8	2.2	0	-3	-3	21	1	-7	-6
O=C(NC1CCCCC1)N1CCC(n2cnc3ccccc32)CC1	0	0.2	1.2	4	4	-2	-1	2	7	-2
CC12CC3CC(C)(C1)CC(C(=O)N1CCN(C(=O)c4ccco4)CC1)(C3)C2	3	0.6	-0.1	3	6	-2	-3	-2	-11	-1
O=c1[nH]c(SCc2cccc(Cl)c2)nc2ccccc12	-1	12	-2.1	2	5	-9	-55	0	2	2
CC1(C)C(=O)OC(/C=C\c2ccccc2)C(C)(C)C1=O (stereo unspecified)	2	1.5	1.2	-1	-1	-7	-8	4	-6	4
Cc1noc(C)c1S(=O)(=O)N1CCCC(C(=O)N2CCN(C3CCCCC3)CC2)C1 (stereo unspecified)	-1	-0.3	0.8	1	5	-2	2	-6	3	-3

The list goes on, overlapping the part above by 2 compounds.
SMILES	HTR5A ag	OPRM1-OPRD1 ag	LANA DNA inh	V-ATPase pH	cardiac RTF act	Cardiac RTF inh	OPRM1-OPRD1 inv	Keap1 Nrf2 FP	HTR5A inv ag	CAL PDZ FP
CC1(C)C(=O)OC(/C=C\c2ccccc2)C(C)(C)C1=O (stereo unspecified)	2	1.5	1.2	-1	-1	-7	-8	4	-6	4
Cc1noc(C)c1S(=O)(=O)N1CCCC(C(=O)N2CCN(C3CCCCC3)CC2)C1 (stereo unspecified)	-1	-0.3	0.8	1	5	-2	2	-6	3	-3
Cc1nc2ccc(NC(=O)c3sccc3C)cc2s1	-9	-3.1	-0.2	0	-2	-9	17	0	24	-1
CCOC(=O)c1c(NC(=O)CSc2nncs2)sc(C)c1-c1ccccc1	7	-1.2	-2.1	-1	3	14	6	-2	32	-4
COc1ccc(C(=O)NC2CC(C)(C)Cc3c2cnn3-c2ccccc2C)o1 (stereo unspecified)	-2	-3.1	-1.1	4	4	-1	17	1	3	2
CCO[C@@H]1OC(C(=O)N2CCCCCCC2)=C[C@H](c2csc3ccccc23)[C@H]1CCCO	1	1.6	-0.4	1	6	-5	-9	-2	-4	-2
CCC(Cc1ccccc1)NC(=O)CCNS(=O)(=O)c1cc(Br)cnc1N (stereo unspecified)	2	-2.6	-0.6	4	1	3	13	0	9	-4
COc1cccc(N=Nc2c(N)[nH]n3c(=O)cc(-c4ccccc4)nc23)c1	4	-5.4	-0.9	12	-4	-3	23	1	-8	63*
CCN(CC)CCOC(=O)C1(c2ccc([N+](=O)[O-])cc2)CCCC1	-4	0.8	-2.3	2	8	7	-5	-6	14	1
COc1cc(C[C@@H](C)[C@@H](C)Cc2ccc(O)c(OC)c2)ccc1O	8	8.4	1.1	-1	-15	-4	-49	-4	-22	-4
COc1ccc(OC[C@@H](O)CNC(=O)c2cccc3c2C(=O)c2ccc(-c4ccc(F)cc4OCc4ccccc4)cc2S3(=O)=O)cc1	11	0.5	1.1	0	-7	-26	-3	0	10	-1
COc1cc(NC(=O)c2cccnc2)c(Cl)cc1NC(=O)c1ccccc1	-1	-1.8	0.3	0	0	-7	9	-2	5	0
C#CCN1C(=O)C(O)(CC(=O)c2ccc(OC)c(OC)c2)c2ccccc21 (stereo unspecified)	5	-3.0	-1.3	1	4	-5	16	-5	-16	-6
Cc1ccc(S(=O)(=O)N2c3cc(C)ccc3OCC2C(C)(C)C)cc1 (stereo unspecified)	-3	1.7	-0.9	3	1	2	-10	-5	7	-4
CCOc1ccccc1-n1c(N)c(C(N)=O)sc1=S	-3	-1.3	0.1	-7	2	-7	7	-2	8	-1
CCc1nnc(NC(=O)CC23CC4CC(CC(Br)(C4)C2)C3)s1	4	9.8	-0.5	-5	1	-4	-55	-2	-9	-3
CCOC(=O)C1CCN(CC(=O)Nc2ccc(OC)c(Cl)c2)CC1	2	-0.6	-0.6	-1	0	12	3	-2	-7	2
CCNC(=O)/C(=C\c1ccccc1)NC(=O)/C=C/c1ccccc1	3	-5.4	0.6	2	-1	-2	27	-1	1	-1
Cc1ccnc(N2CCC(C(=O)NC3CCCCCC3)CC2)n1	-2	-2.4	0.7	-1	-3	-7	11	1	6	x
O=C(COC(=O)c1cc(S(=O)(=O)N2CCc3ccccc3C2)ccc1Cl)NCc1ccco1	-4	-0.8	-0.7	-5	-9	-3	5	-3	-26	10
Cc1ccc(Cc2cnc(NC(=O)CN3CCOCC3)s2)cc1Cl	9	-0.6	-0.8	1	7	-5	4	-6	-23	x
Cc1cc(=O)c(C(=O)O)nn1-c1ccccc1	3	-0.6	0.5	0	8	2	3	4	-8	-3
Cc1nc2ccccc2nc1CN1CCC(CO)(CC2CCCCO2)CC1 (stereo unspecified)	5	-0.9	-0.5	0	-4	-2	6	-1	-14	-5
COc1ccc(NS(=O)(=O)c2ccc3oc(SCC(N)=O)nc3c2)cc1	4	-0.2	-0.5	-1	-4	-3	1	0	-11	-5
CCOc1ccc(N(CC(=O)NCc2ccc(OC)cc2)S(C)(=O)=O)cc1	3	1.3	-2.3	2	3	-11	-6	-1	-9	2
COc1ccccc1NC(=O)Nc1ccc(Br)cn1	-6	4.4	0.3	2	0	-8	-22	-1	14	-1
CC1CN(C(=O)c2ccc(COc3ccccc3Br)o2)CC(C)O1 (stereo unspecified)	6	0.8	-0.9	3	-1	-23	-6	-1	-17	0
Remaining list, next part.
SMILES	HTR5A ag	OPRM1-OPRD1 ag	LANA DNA inh	V-ATPase pH	cardiac RTF act	Cardiac RTF inh	OPRM1-OPRD1 inv	Keap1 Nrf2 FP	HTR5A inv ag	CAL PDZ FP
c1ccc2[nH]c(CN3CCCCC3)nc2c1	3	-2.1	1.0	-2	5	-9	12	-2	-6	-4
O=S(=O)(NCC1OCCc2ccccc21)c1ccccc1 (stereo unspecified)	-1	-5.5	0.8	2	-2	-1	24	3	3	2
COc1ccc2oc(C(=O)N(C)CCOc3ccc(Cl)cc3)c(C)c2c1	3	1.0	-0.2	3	-1	2	-7	0	-18	x
Cc1c(C(=O)O)c(=S)sn1CCOc1ccccc1	5	-3.1	-0.6	-4	-3	5	13	2	-13	-16
COC(=O)c1sc2nc(SCC(=O)N(C)c3ccccc3)n(N)c(=O)c2c1C	-3	1.0	0.7	1	2	-1	-7	1	9	-3
O=C(Cn1cnc2c(oc3nc4c(cc32)CCCC4)c1=O)Nc1cccc(Cl)c1	3	10	0.4	3	5	-18	-50	-5	-10	-3
COc1ccc(C2C3=C(CC(C)(C)CC3=O)Oc3ncn(CCO)c(=N)c32)cc1OC (stereo unspecified)	-1	0.2	-1.4	-1	8	1	-1	1	-30	x
Cc1c(Cl)cnc(NC(=O)COC(=O)c2ccc(S(=O)(=O)NCc3ccco3)cc2)c1Cl	-1	-3.3	-1.1	4	7	0	17	-3	3	1
COc1cc(/C=C/C(=O)O)cc(OC)c1	11	-0.4	0.6	-2	6	-7	2	-2	-30	-13
Cc1ccc(C(=O)Nn2c(N)c(S(=O)(=O)c3ccc(C)cc3)c3nc4ccccc4nc32)cc1	6	-2.4	0.3	0	-2	9	12	-2	-9	-4
Clc1ccc(-c2nc3ccccn3c2CN2CCCCC2)cc1	-5	5.1	1.2	1	5	-6	-35	-5	-3	-4
Cc1cccc(OCC(=O)NCC(=O)n2nc(C)cc2C)c1	2	2.7	0.5	-5	8	6	-14	-3	7	1
CCc1ccc(Nc2c([N+](=O)[O-])c(=O)oc3ccccc23)cc1	-5	-4.2	-0.9	-4	-4	2	20	1	-6	-1
COc1cc(CCC(=O)OCC(=O)N(CCC#N)c2ccccc2)cc(OC)c1OC	-5	-2.4	0.4	-2	2	-9	14	-5	12	-4
Cc1ccccc1NC(=S)Nc1ccc2[nH]c(=O)[nH]c2c1	3	-0.9	0.4	2	-2	-4	5	-4	-74	3
Cn1c(CN2CCN(CC#N)CC2)c(C#N)c2ccccc21	1	1.6	0.3	-1	-11	-8	-9	-4	-3	-2

In another format: 2 of the compounds above.
Under each structure: HTR5A ag, OPRM1-OPRD1 ag, LANA DNA inh, V-ATPase pH, cardiac RTF act, Cardiac RTF inh, OPRM1-OPRD1 inv, Keap1 Nrf2 FP, HTR5A inv ag, CAL PDZ FP
> Cn1c(CN2CCN(CC#N)CC2)c(C#N)c2ccccc21
    1, 1.6, 0.3, -1, -11, -8, -9, -4, -3, -2
> Cc1ccccc1NC(=S)Nc1ccc2[nH]c(=O)[nH]c2c1
    3, -0.9, 0.4, 2, -2, -4, 5, -4, -74, 3
